Dengue-2 NS5 capping: flavivirus cap methylation enzyme inhibition – biochemical, confirmation dose response, primary screen (AID 588689); Dengue-2 NS5 methyltransferase capping enzyme assay, biochemical; higher % means a stronger effect; one-dose inhibition, % at 25 µM; IC50 in µM for titrated hits; 340,000 compounds, 0.3% hits; in the data active = a potency from the dose series; inconclusive = inhibition above about 29% without an active follow-up result
NTR1 ag: NTR1-driven beta-arrestin-GFP spot formation – imaging, U2OS cells, high content, primary screen (AID 493036). P30989. agonist mode. activation, % at 20 µM. 330,000 compounds, 0.17% hits;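 active = activation at or above 40% of the spot to cytoplasm intensity ratio, with at least 20 cells analyzed; inconclusive = wells under 20 cells, flagged as cytotoxic or low count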;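 note: 0% = DMSO without peptide and 100% = 100 nM NTR1 peptide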
Target sequence (P30989 whole entry, looked up): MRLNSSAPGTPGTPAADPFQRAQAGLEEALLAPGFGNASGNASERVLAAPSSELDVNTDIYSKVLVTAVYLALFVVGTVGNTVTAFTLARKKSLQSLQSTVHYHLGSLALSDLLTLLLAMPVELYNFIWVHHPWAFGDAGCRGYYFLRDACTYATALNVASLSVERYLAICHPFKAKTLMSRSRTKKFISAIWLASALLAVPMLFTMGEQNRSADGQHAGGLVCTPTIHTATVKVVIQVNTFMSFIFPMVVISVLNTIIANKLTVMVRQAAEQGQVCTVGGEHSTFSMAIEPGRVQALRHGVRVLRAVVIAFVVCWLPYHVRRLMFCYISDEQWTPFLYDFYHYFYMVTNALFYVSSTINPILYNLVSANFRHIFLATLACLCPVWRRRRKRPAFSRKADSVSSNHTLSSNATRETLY
RSV antiviral HEp-2: RSV antiviral activity via CPE protection, HEp-2 cells, primary 10 µM value included (AID 2391) | HEp-2 cells, RSV-induced CPE inhibition; higher % means a stronger effect | CPE inhibition, % at 10 µM; hits with a dose series show IC50 in µM | 310,000 compounds, 0.13% hits; in the data active = a potency from the dose series; inconclusive = CPE inhibition mostly from about 23% at the one dose, without a potency; inactive = the rest, 99 in 100 with CPE inhibition below about 21%; note: strong numbers were not always called active
MgcRacGAP inhibition: MgcRacGAP GTPase-activating activity inhibitors, confirmation, biochemical, ADP Hunter fluorescence | 340,000 compounds, 0.6% hits | MgcRacGAP-stimulated Rac1 GTP hydrolysis, ADP Hunter fluorescence; higher % means a stronger effect; GST-tagged Rac1 F28L mutant substrate | one-dose inhibition, % at 30 µM; IC50 in µM for titrated hits;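 active = first-screen hits whose inhibition reached a set limit at any dose in the follow-up dose series; inconclusive = inhibition above the set first-screen limit but never retested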;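 note: fluorescence reports GDP produced by GAP-driven GTP hydrolysis; strong numbers were not always called active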
T cell modulator: modulates CD8 T cell binding to vesicles | AID 2052 | 330,000 compounds, 0.068% hits | calls only at 7 µM | 2C CD8+ T cell-vesicle binding, flow cytometry; stronger effect = lower value;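 active = response, share of CD8 T cells binding vesicles, and their 90th percentile fluorescence all below set limits, cut at about 80% in these data, passing the limit was not always enough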
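System: murine 2C transgenic CD8+ T lymphocytes; also added: QL9-loaded Drosophila micro-vesicles; times: binding 1.5 h at 37 °C; measured by: flow cytometry, PE anti-B7-1 (FL2) versus Alexa647 anti-CD8 (FL8), PFA-fixed; control set: Peptide-free naked vesicles (low) and QL9 vesicles with 0.7% DMSO vehicle (high)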
Salmonella PhoP GFP: PhoP-dependent GFP reporter repression – Salmonella Typhimurium, primary screen (AID 1863); 300,000 compounds, 0.16% hits; inhibition, % at 50 µM, or IC50 in µM where a hit was titrated; S. Typhimurium PhoP-regulated promoter GFP reporter, 4 h; higher % means a stronger effect;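 active = inhibition over 29.93%, a cutoff 3 SD above the screen mean, later confirmed by dose response; inconclusive = inhibition over 29.93% but no dose response follow-up; inactive = inhibition at most 29.93% or unconfirmed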;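 note: 0% = low Mg2+ inducing control and 100% = high Mg2+ repressing control; strong numbers were not always called active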
UTI89 phage lysis: protection from phage-mediated lysis, alamar blue read-out – E. coli UTI89, K1F phage, bacterial capsule biogenesis inhibitors (AID 488966). 340,000 compounds, 0.02% hits. inhibition, % at 100 µM, or IC50 in µM where a hit was titrated. E. coli UTI89 K1F phage lysis, alamar blue, 2 h; higher % means a stronger effect;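 active = phage lysis inhibition, versus mean bacterial control, above a set limit; inconclusive = no clear call, values can overlap the other calls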;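 note: capsule biogenesis inhibitors block K1F phage lysis so surviving cells raise fluorescence; higher fluorescence means more inhibition of phage lysis; actives were called in the ten point dose series up to 300 µM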
West Nile antiviral: inhibition of WNV-induced cytopathic effect – cell-based, CPE readout (AID 1621); West Nile virus-infected cells, CPE inhibition; higher % means a stronger effect; one-dose CPE inhibition, % at 10 µM; IC50 in µM for titrated hits; 290,000 compounds, 0.02% hits; in the data active = a potency from the dose series; inconclusive = CPE inhibition mostly from about 3.7% at the one dose, without a potency; inactive = the rest, 99 in 100 with CPE inhibition below about 2.2%; note: strong numbers were not always called active
SV40 large T antigen: TAg ATPase/helicase activity blockers – biochemical (AID 1903) | SV40 large T antigen ATPase/helicase inhibition assay; higher % means a stronger effect | inhibition, % at 20 µM; hits with a dose series show IC50 in µM | 310,000 compounds, 0.39% hits; in the data active = a potency from the dose series; inconclusive = inhibition mostly from about 32% at the one dose, without a potency; inactive = the rest, 99 in 100 with inhibition below about 32%; note: strong numbers were not always called active
T cell modulator vesicle-bound %: further read-out of T cell modulator, marked with its call; double positive events, %; measured here: CD8+ vesicle-bound cell fraction;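 binding gate set so that unloaded-vesicle control wells show 10% double positive cells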
NTR1 ag cell count 20 µM: also measured in NTR1 ag; calls as there; cell count; measured here: cell count, cytotoxicity flag
Dengue-2 NS5 capping pilot replicate: also measured in Dengue-2 NS5 capping; calls as there; inhibition, %; measured here: pilot screen replicate inhibition
Starred values were filed as active, the others as inactive; i = inactive; ? = inconclusive; . = no result given; [ ] = remark or other dose.

SMILES | Dengue-2 NS5 capping | NTR1 ag | NTR1 ag cell count 20 µM | RSV antiviral HEp-2 | MgcRacGAP inhibition | T cell modulator | T cell modulator vesicle-bound % | Salmonella PhoP GFP | UTI89 phage lysis | West Nile antiviral | SV40 large T antigen | others
CCOC(=O)c1cnc2c(cnn2C)c1NCCC(O)C(F)(F)F (stereo not given) | 0% | 1.7 | 53 | 1.8% | 12% | i | 32 | 1% | -0.4% | -0.3% | 5% | Dengue-2 NS5 capping pilot replicate=-2.4
Cc1ccc(NC2CCCN(C(=O)c3ccc(-n4ccnc4)cc3)C2)cc1C (stereo not given) | 3% | 0.2 | 72 | 0.7% | 11% | i | 20 | 13% | 0.0% | -0.7% | 21%
CCNC(=S)NNC(=O)c1cc(-c2cccc(OC)c2)nc2ccccc12 | 4% | 0.9 | 37 | 3.9% | 7% | i | 36 | 2% | 6.6% | -0.3% | 21%
CN(C(=O)CSc1nnc(Cc2ccccc2F)n1N)C1CCCCC1 | 0% | -0.9 | 54 | . | -3% | i | 57 | . | -3.0% | . | .
COC(=O)COc1ccc(S(=O)(=O)N2CCCCCC2)cc1 | -6% | 0.7 | 49 | 2.7% | 2% | i | 44 | 1% | 2.3% | 0.3% | 6%
CN1CCN(CC(=O)NC2CCCCC2)CC1 | -2% | -0.2 | 41 | 1.7% | 14% | . | . | 5% | 2.1% | -0.2% | 12%
Cc1nnc(SCC(=O)NNC(=O)c2ccco2)n1-c1cccc(Cl)c1 | -2% | 0.9 | 34 | 1.2% | 4% | i | 23 | 2% | 0.2% | 0.4% | 2%
COC(=O)CCCC(=O)N1CCCC(N(C)CCc2ccccc2)C1 (stereo not given) | 1% | -0.6 | 74 | -0.3% | -3% | i | 56 | 11% | -0.3% | -0.1% | 3%
CCCS(=O)(=O)c1nc(S(=O)(=O)c2ccc(C)cc2)c(NCc2ccco2)s1 | -4% | 0.8 | 54 | 2.6% | 10% | i | 40 | 1% | 3.9% | . | 10%
CCCCn1c2c(c(=N)c3c1CCC3)CCC2 | -7% | -0.1 | 49 | 7.9% | 14% | i | 27 | -15% | 0.3% | 2.8% | 11%
CC1CN(CCOCCSc2ccc(Cl)cc2)CC(C)O1 (stereo not given) | . | -0.3 | 51 | 0.4% | 22% | i | 22 | -4% | 1.1% | -0.3% | 14%
CC(NC(=S)Nc1ccc(S(=O)(=O)N2CCOCC2)cc1)C1CC2CCC1C2 (stereo not given) | -10% | 4.1 | 55 | 9.2% | 4% | i | 44 | 10% | i | -1.7% | 2%

Entries above containing a halogen (four):
SMILES | Dengue-2 NS5 capping | NTR1 ag | NTR1 ag cell count 20 µM | RSV antiviral HEp-2 | MgcRacGAP inhibition | T cell modulator | T cell modulator vesicle-bound % | Salmonella PhoP GFP | UTI89 phage lysis | West Nile antiviral | SV40 large T antigen | others
CCOC(=O)c1cnc2c(cnn2C)c1NCCC(O)C(F)(F)F (stereo not given) | 0% | 1.7 | 53 | 1.8% | 12% | i | 32 | 1% | -0.4% | -0.3% | 5% | Dengue-2 NS5 capping pilot replicate=-2.4
CN(C(=O)CSc1nnc(Cc2ccccc2F)n1N)C1CCCCC1 | 0% | -0.9 | 54 | . | -3% | i | 57 | . | -3.0% | . | .
Cc1nnc(SCC(=O)NNC(=O)c2ccco2)n1-c1cccc(Cl)c1 | -2% | 0.9 | 34 | 1.2% | 4% | i | 23 | 2% | 0.2% | 0.4% | 2%
CC1CN(CCOCCSc2ccc(Cl)cc2)CC(C)O1 (stereo not given) | . | -0.3 | 51 | 0.4% | 22% | i | 22 | -4% | 1.1% | -0.3% | 14%

Remaining list, next part.
SMILES | Dengue-2 NS5 capping | NTR1 ag | NTR1 ag cell count 20 µM | RSV antiviral HEp-2 | MgcRacGAP inhibition | T cell modulator | T cell modulator vesicle-bound % | Salmonella PhoP GFP | UTI89 phage lysis | West Nile antiviral | SV40 large T antigen | others
COc1ccc(S(=O)(=O)N2CCCCCC2)cc1N(C)S(=O)(=O)c1ccccc1 | -3% | 0.5 | 73 | 14% | 3% | i | 45 | -4% | 1.0%[50 µM] | -1.6% | 0%
CCOC(=O)COc1cccc2c(=O)n(CC(=O)N3CCN(C(=O)OCC)CC3)ccc12 | 1% | 3.9 | 53 | 0.8% | 2% | i | 28 | 4% | 2.3% | 0.1% | 2%
O=[N+]([O-])c1cc([N+](=O)[O-])c(Oc2ccc(Cl)c3cccnc23)cc1NN1CCCCC1 | 7% | 8.6 | 74 | 0.2% | 6% | i | 4 | . | -0.3% | 1.2% | 13%
Cc1cc(C(=O)NCC2CCCO2)sc1C (stereo not given) | -3% | -0.7 | 66 | . | 5% | . | . | . | -1.1% | . | .
CC(C)(C)NC(=O)[C@]1(C)CCC[C@@]2(C)C3CC[C@@]4(C)C[C@]3(CCC21)CC4=O (stereo not given in full) | 4% | 2.1 | 60 | -0.5% | 11% | i | 39 | . | 0.6% | . | .
CCC(=O)c1ccc(OC(=O)Cc2ccc(OC)cc2)cc1 | -2% | 0.4 | 53 | 0.0% | 11% | i | 53 | -5% | 0.4% | 0.1% | 0% | Dengue-2 NS5 capping pilot replicate=2.4
CSc1ncc(Cl)c(C(=O)Nc2ccc(S(=O)(=O)N3CCOCC3)cc2)n1 | 3% | -0.2 | 63 | 0.3% | 11% | i | 15 | 0% | 0.3% | -0.3% | 6%
COc1ccc2[nH]c3c(=O)n(CCCCC(=O)N4CCC(C(N)=O)CC4)c(=S)[nH]c3c2c1 | -6% | 1.2 | 59 | 0.3% | 55µM* | i | 22 | -9% | 8.9% | 2.9% | 23%
O=C(CCn1cnnn1)N1CCCC(Nc2ccc(F)c(F)c2)C1 (stereo not given) | -4% | -0.6 | 59 | -0.1% | -2% | i | 27 | 3% | -0.1% | 0.1% | -10%
O=C(Nc1cccc(-n2cccn2)c1)C1CCCN(Cc2cc3ccccc3[nH]2)C1 (stereo not given) | -17% | 2.3 | 54 | . | 12% | . | . | . | 0.0% | 1.2% | .
Cn1cnnc1SCC(=O)N1N=C2/C(=C/c3ccco3)CCCC2C1c1ccco1 (stereo not given) | -8% | 1.2 | 55 | 0.4% | 13% | i | 48 | 3% | -0.7% | -0.3% | 5%
CC(=O)Oc1ccccc1N(C(C)=O)S(=O)(=O)c1ccc(C)cc1 | -7% | -0.9 | 102 | 1.4% | 5% | i | 50 | 0% | 0.1% | -0.6% | -3%
Cc1cc(C)c2c(N)c(C(=O)Nc3ncc(C)s3)sc2n1 | 6% | -0.6 | 53 | -1.2% | 16% | i | 16 | -9% | -3.6% | 0.5% | 7%
C/C(CC(=O)Nc1ccc2c(c1)OCCO2)=N\NC(=O)C(=O)Nc1ccccc1C | -6% | -0.5 | 69 | 1.6% | 4% | i | 57 | 2% | 0.2% | 0.5% | 14%
O=C(COc1cccnc1[N+](=O)[O-])Nc1ccccc1Sc1ccccc1 | -10% | 15 | 57 | 1.1% | 6% | i | 7 | -7% | 1.0%[50 µM] | -0.8% | 0%
N#Cc1ccc(C(=O)OCCCc2cc3ccccc3c(=O)o2)cc1 | -13% | 0.5 | 56 | 2.8% | 18% | i | 35 | . | 1.1% | . | .
CCc1ccc(Cc2cnc(NC(=O)C3=NCCN3)s2)cc1 | 1% | -0.6 | 60 | -2.7% | 2% | i | 26 | 1% | 0.7% | 0.0% | 8%
Cc1ccccc1CSCC(=O)c1c(N)n(CC(C)C)c(=O)n(C)c1=O | 2% | 0.1 | 41 | -0.6% | 7% | i | 52 | -6% | 0.2% | -0.1% | 3%
CC(C)OC(=O)c1cccc(C(=O)OCc2ccco2)n1 | 2% | 2.2 | 70 | -1.5% | 8% | i | 26 | 5% | 0.0% | . | 1%
COc1ccc(/C=C2\SC(=N)N(c3nccs3)C2=O)cc1OC | ? | -0.3 | 84 | 9.7% | 12% | i | 54 | 2% | 0.1% | -1.3% | 24%
Cc1onc(-c2ccccc2)c1C(=O)OCC(=O)N(CC(C)C)c1c(N)n(Cc2ccccc2)c(=O)[nH]c1=O | -3% | 0.2 | 66 | -1.3% | 1% | i | 12 | -5% | 0.7%[50 µM] | . | 15%
CCOC(=O)c1sc2ncn(/N=C/c3ccc(O)cc3)c(=O)c2c1C | -7% | 7.5 | 49 | 17% | 12% | i | 45 | 1% | 0.3% | -0.6% | 1%
Cn1cnnc1Sc1ccc(C(F)(F)F)cc1[N+](=O)[O-] | . | 0.3 | 31 | 0.7% | . | i | 39 | 10% | . | 0.3% | 6%
O=S(=O)(c1ccccc1)N(Cc1ccccc1)c1ccccn1 | 0% | 0.3 | 88 | 1.2% | 4% | i | 58 | -7% | -0.2% | 0.0% | 2%
CCS(=O)(=O)C(=C1Nc2ccccc2N1)S(=O)(=O)CC | . | -1.0 | 48 | 2.0% | 7% | i | 31 | 2% | 0.6% | 0.4% | 6%
CC(OC(=O)c1ccc(NS(=O)(=O)c2ccc3[nH]c(=O)[nH]c3c2)cc1)C(=O)Nc1cccc(Cl)c1Cl (stereo not given) | -12% | 2.9 | 49 | -1.1% | 5% | i | 22 | -8% | 0.1% | 2.2% | 0%
CCOC(=O)c1ccc(/C=C2/C=C(c3ccccc3)N(c3ccc(Cl)c(C(=O)O)c3)C2=O)cc1 | 25% | 3.1 | 52 | 13% | 17% | i | 58 | -8% | -0.5% | -1.4% | ?
COC(=O)[C@@H]1CC[C@H](C)[C@@H](c2ccc(C)cc2)N1C(=O)c1ccc(/C=N/OCC[C@@H]2C=C[C@H](OC(C)=O)[C@@H](COC(C)=O)O2)cc1 | . | 8.5 | 50 | 5.8% | . | i | 6 | 0% | . | . | -1%
Cc1nc2ccc([N+](=O)[O-])cc2c(=O)n1Cc1cccc(Br)c1 | -3% | 0.1 | 46 | ? | 1% | i | 50 | 9% | 0.1% | -1.4% | 2% | Dengue-2 NS5 capping pilot replicate=-5.2
O=C(Nc1cccc(NC(=O)c2ccccc2Cl)c1)c1cccs1 | -2% | 0.3 | 57 | 11% | 11% | i | 60 | -1% | 0.3% | -1.8% | 14%
Cc1ccc(N2CC(NC(=O)C3CC3)CC2=O)cc1 (stereo not given) | -4% | -1.1 | 47 | 1.0% | 9% | i | 39 | 10% | 1.3%[50 µM] | . | 6%
CC1=NN(C(C#N)c2ccc([N+](=O)[O-])cc2)C(C)(C)C1 (stereo not given) | . | -0.3 | 52 | . | . | i | 59 | -11% | . | 0.2% | 12%

Assay outcomes (PubChem BioAssay)
